Source: PubChem (Sanford-Burnham Center for Chemical Genomics)
mIAP activ: activators of mouse IAP, primary screen, biochemical, luminescence, uHTS; intestinal alkaline phosphatase [Mus musculus]; muIAP, CDP-Star luminescence, 30 min; stronger effect = higher value; 1 = vehicle-only enzyme signal, 0 = enzyme-free wells; activation factor at 10 µM; 0.24% of 330,000 active;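 active = activation factor of at least 2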; also: the source names both 10 and 20 µM as test concentration; values of inactives mirror those of a sister screen read the other way
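System: Mouse IAP enzyme | Also added: CDP-Star substrate | Dosing: Compounds dispensed in DMSO | Schedule: 30 min enzyme-substrate-compound incubation at room temperature | Technique: Chemiluminescence readout | Control set: DMSO-only wells and no-enzyme negative control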
hIAP block: human IAP inhibitors, primary screen, biochemical, luminescence, uHTS | Intestinal-type alkaline phosphatase (Homo sapiens), P09923 | purified IAP, CDP-Star luminescence, 30 min | inhibition, % at 10 µM | 0.12% of 330,000 active | AID 2544, 2010;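 active = inhibition reaching a set limit with compound at 10 µM in the primary screen, cut at about 35% in these data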;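 also: plate controls were DMSO wells with enzyme for no effect and no-enzyme buffer wells for full effect; values of inactives mirror those of a sister screen read the other way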
NR3A LBD binder: binders of NR3A ligand-binding domain, primary screen, biophysical, differential scanning fluorimetry, uHTS. Glutamate receptor ionotropic, NMDA 3A (GRIN3A) ligand-binding domain. NR3A LBD differential scanning fluorimetry, Tm shift; 0% = protein alone, 100% = glycine-bound protein. Tm shift relative to glycine control, % at 25 µM. 2.5% of 340,000 active. AID 1259313, 2017;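 active = melting temperature shift of at least 10% of the positive control shift, at one fixed dose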
beta cell repl: inducers of MIN6 beta-cell proliferation, primary screen, ATP luminescence, uHTS. MIN6 cells proliferation, ATPlite luminescence, 48 h; cells starved in 0.2% serum; 100% = growth in 10% serum. AID 2380, 2010. 0.29% of 330,000 active. proliferation, % at 10 µM;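 active = compounds whose signal lies at least 3.5 SD above the mean of all wells on their plate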;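 also: 0% = DMSO-treated cells in low-serum medium and 100% = 10% serum control; some compounds called inactive have numbers as strong as hits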
mIAP block: inhibitors of mouse IAP, primary screen, biochemical, luminescence, uHTS; intestinal alkaline phosphatase [Mus musculus]; purified mouse IAP, CDP-Star luminescence, 30 min; inhibition, % at 10 µM; 0.2% of 330,000 active; AID 2806, 2010;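 active = inhibition of at least 40% at 10 µM in the primary screen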;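 also: plate controls were DMSO with enzyme for no effect and no enzyme wells for full effect; values of inactives mirror those of a sister screen read the other way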
APOBEC3A inh: APOBEC3A ssDNA deaminase inhibitors, primary screen, selectivity assay for APOBEC3G inhibitor project, biochemical, FAM/TAMRA oligo cleavage fluorescence | inhibition, % at 20 µM | DNA dC->dU-editing enzyme APOBEC-3A (Homo sapiens), P31941 | recombinant A3A, FAM/TAMRA ssDNA deamination fluorescence | 0.41% of 330,000 active;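 active = at least 40% inhibition at 20 µM here, with at most 30% in a related deaminase screen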;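 also: plate controls were A3A with DMSO for no effect and wells lacking A3A enzyme for full effect; some results filed as inactive read as strong as hits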
Target sequence (P31941 whole entry, looked up): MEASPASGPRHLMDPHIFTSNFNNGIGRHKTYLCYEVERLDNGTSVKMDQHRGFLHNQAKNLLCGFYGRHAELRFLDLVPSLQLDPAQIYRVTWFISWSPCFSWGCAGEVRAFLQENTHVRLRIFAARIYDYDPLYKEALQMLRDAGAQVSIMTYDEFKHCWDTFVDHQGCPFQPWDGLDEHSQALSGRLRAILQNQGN
hIAP act: human IAP activators, primary screen, biochemical, luminescence, uHTS | purified human IAP, CDP-Star luminescence, 30 min; stronger effect = higher value; 1 = vehicle-only enzyme, 0 = enzyme-free background | activation factor at 10 µM | 0.16% of 330,000 active | AID 2524, 2010;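 active = activation factor of the enzyme at least 2-fold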; also: the source names both 10 and 20 µM as test concentration; values of inactives mirror those of a sister screen read the other way
A3G deaminase: APOBEC3G DNA deaminase inhibitors, primary screen, biochemical, fluorescence, single-stranded DNA substrate, uHTS | DNA dC->dU-editing enzyme APOBEC-3G (Homo sapiens), Q9HC16 | recombinant A3G, ssDNA deamination FAM/TAMRA fluorescence | inhibition, % at 20 µM | 0.28% of 330,000 active | AID 493012, 2011;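 active = inhibition of at least 40% at 20 µM, with no more than 30% in the related APOBEC3A deaminase screen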;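 also: plate controls were DMSO wells with A3G for no effect and wells lacking A3G enzyme for full effect; some compounds called inactive have numbers as strong as hits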
Target sequence (Q9HC16 whole entry, looked up): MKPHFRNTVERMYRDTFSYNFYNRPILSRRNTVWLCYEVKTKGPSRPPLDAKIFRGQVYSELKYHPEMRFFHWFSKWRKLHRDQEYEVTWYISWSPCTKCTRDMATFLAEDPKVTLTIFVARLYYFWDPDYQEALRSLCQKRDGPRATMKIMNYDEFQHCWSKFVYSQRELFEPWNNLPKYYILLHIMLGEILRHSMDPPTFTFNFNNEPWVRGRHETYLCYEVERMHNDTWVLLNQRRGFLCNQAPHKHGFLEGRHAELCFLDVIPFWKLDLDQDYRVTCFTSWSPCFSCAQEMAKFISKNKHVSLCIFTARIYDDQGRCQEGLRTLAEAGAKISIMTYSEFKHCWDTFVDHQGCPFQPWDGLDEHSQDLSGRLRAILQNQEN
MPTP block: mitochondrial permeability transition pore inhibitors, primary screen, biochemical, isolated mouse mitochondria, absorbance; Ca2+ swelling absorbance, 30 min; inhibition, % at 10 µM; 1.4% of 360,000 active;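 active = inhibition of 50% or more, scaled per plate between neutral and stimulator controls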;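 also: 0% = DMSO wells given calcium and 100% = 1 mM EGTA wells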
Numbers without * were called inactive; nt = not tested or not shown. Hits appear at their usual frequency. About 5% of those tested had a hit in this group.

SMILES	mIAP activ	hIAP block	NR3A LBD binder	beta cell repl	mIAP block	APOBEC3A inh	hIAP act	A3G deaminase	MPTP block
N=c1c(C(=O)NC2CCCC2)cc2c(=O)n3ccccc3nc2n1CCN1CCOCC1	1.05	-6.8	-1.8	1.9	-4.9	-1.2	1.07	-3.4	-0.1
CCCCCC(NC(=O)C1CCN(C(=O)[C@@H](NS(=O)(=O)c2ccc(C)cc2)C(C)C)CC1)C(=O)O (stereo not given in full)	0.991	14.3	-0.5	0.0	0.9	-5.5	0.857	-4.0	4.2
O=C(Oc1cccc(NC(=O)c2ccccc2Cl)c1)c1ccc([N+](=O)[O-])cc1	0.941	-5.9	-3.5	-4.9	5.9	-18.4	1.06	-7.1	8.9
CCCCCCCCNC(=O)c1ccc(C)cc1	1.14	-7.0	nt	-4.5	-14.2	2.4	1.07	9.8	nt
O=C(c1ccc(Cl)c([N+](=O)[O-])c1)N1CCCc2ccccc21	1.07	7.9	1.6	-2.6	-6.7	0.5	0.921	-0.1	-1.0
CSc1ccccc1NC(=O)c1ccc(Cl)s1	1.07	-20.9	-1.0	-2.8	-7.2	-1.3	1.21	-2.2	-1.8
CN(CC(=O)Nc1ccc(F)cc1)C(=O)COc1ccccc1Cc1ccccc1	0.976	3.8	-2.4	-5.2	2.4	5.4	0.962	-3.0	0.2
CN1/C(=C\C(=O)COC(=O)CNC(=O)c2ccc3ccccc3c2)C(C)(C)c2ccccc21	1.03	-20.3	-15.1	-5.9	-2.8	0.0	1.2	-2.4	1.7
CC(=O)Nc1nnc(SCc2cccc(F)c2)s1	0.976	4.2	0.1	0.4	2.4	-2.2	0.958	-7.3	-1.0
O=[N+]([O-])c1ccccc1S(=O)(=O)NCCC1=CCCCC1	0.973	-5.2	1.9	-6.0	2.7	-0.3	1.05	-2.0	4.4
CC(C)NC(=O)COC(=O)C1CSC2(c3ccc(Br)cc3)CCC(=O)N12 (stereo not given)	0.875	-14.6	-0.7	-0.6	12.5	-1.3	1.15	-9.6	-2.6
COc1ccc(NC(=O)CCC(=O)N2CCCC2)c([N+](=O)[O-])c1	0.943	20.1	1.7	-0.8	5.7	1.2	0.799	0.2	-1.9
COc1ccc(NC(=O)Nc2ccc3c(c2)N(C)C(=O)CS3)cc1OC	2.22*	-20.1	8.5	5.0	-122.4	-2.2	1.2	-7.2	-0.9
Cc1cnc(C(=O)OCC(=O)Nc2oc(-c3ccccc3)c(-c3ccccc3)c2C#N)cn1	0.894	-1.3	-6.4	0.4	10.6	-1.7	1.01	-4.7	8.1
CCOc1ccc(NS(=O)(=O)c2c(C)nc3sccn3c2=O)cc1	0.951	-4.2	-1.4	-5.3	4.9	-3.3	1.04	-3.6	-0.4
Cc1onc(-c2ccccc2Cl)c1C(=O)Nc1nnc(C(C)C)s1	1.12	9.1	0.3	1.5	-12.2	-2.8	0.909	-2.5	-0.2
COc1ccc(/C=C2\CC/C(=C\c3ccc(OC)cc3OC)C2=O)c(OC)c1	1.03	28.3	0.3	-4.4	-2.9	-8.7	0.717	-9.7	4.3
COc1cccc(C(=O)OCC(=O)NC23CC4CC(CC(C4)C2)C3)c1	0.949	2.5	-0.6	0.6	5.1	-2.0	0.975	-10.1	-0.2
C=CC[C@@H](CC(=O)NCCO)C(=O)N[C@H](COC(=O)[C@@H](CC=C)Cc1ccc(F)cc1)Cc1c[nH]c2ccccc12	1.22	-9.8	-4.2	-3.9	-22.2	-6.4	1.1	-5.2	3.5
CCOc1ccc(-n2c(SCc3nc(-c4cccs4)no3)nnc2-c2ccncc2)cc1	0.927	-11.5	-2.1	-1.2	7.3	3.5	1.11	-6.7	1.1
C/C=C/C(=O)Nc1cccc(C2=NOC3(C2)C[C@@H](C(N)=O)N(C(=O)/C(C)=C/C)C3)c1 (stereo not given in full)	1.04	8.9	-1.1	1.0	-3.7	-0.5	0.911	-2.3	1.6
O=C(NCC(c1cccnc1)N1CCN(c2ccc(F)cc2)CC1)c1ccccc1 (stereo not given)	0.952	6.1	0.0	-0.4	4.8	-11.4	0.939	-5.5	-3.4
COc1ccc(C2=NN(C(=O)c3ccccc3)C(c3ccc(OC)c(OC)c3)C2)c(OC(C)=O)c1 (stereo not given)	1.05	-11.6	nt	1.3	-4.8	-4.4	1.12	-5.5	-0.5
Cc1ccc(NC(=O)CSc2nnc(-c3ccccn3)n2C)cc1	1.03	-0.2	0.0	-2.7	-2.8	2.6	1	1.6	-1.2
O=C(CCNS(=O)(=O)c1ccc(Cl)cc1)NCc1ccccn1	0.936	32.7	-2.5	4.6	6.4	-0.8	0.673	-8.0	-1.3
CSc1nc2ccc(S(N)(=O)=O)cc2s1	1.03	5.2	7.4	0.0	-2.6	-2.4	0.948	-9.8	0.0
O=C(CCN=C1NS(=O)(=O)c2ccccc21)OCc1ccccc1	1.01	11.5	8.7	-5.6	-0.6	2.5	0.885	12.5	0.1
Cc1csc2c(=O)[nH]cnc12	0.969	7.1	-1.0	0.7	3.1	-1.8	0.929	-5.1	-0.3
CC(C)NC(=S)N/N=C1\CCCCc2ccccc21	0.954	-4.0	-1.2	-2.9	4.6	-7.2	1.04	-7.2	0.3
COc1ccc(CNC(=O)COC(=O)CCOc2ccccc2)cc1	0.997	-2.0	-1.9	0.0	0.3	3.0	1.02	-2.1	33.2
CCOc1ccccc1OCC(=O)OCC(=O)c1c(N)n(CC(C)C)c(=O)n(C)c1=O	0.924	2.0	-1.2	-2.3	7.6	-1.7	0.98	-4.6	-1.3
O=C(/C=C/c1ccco1)N(Cc1ccccc1F)C1CCS(=O)(=O)C1 (stereo not given)	0.882	-4.4	1.5	2.3	11.8	-3.8	1.04	-0.7	-0.7
CC(=O)NC(C)CCc1ccccc1 (stereo not given)	0.911	3.3	1.5	-1.5	8.9	0.6	0.966	-0.8	0.7
Fc1ccccc1SCc1nnc(-c2ccccc2Br)o1	0.924	14.6	0.8	0.4	7.6	-1.7	0.854	-4.5	-0.4
O=C(Nc1ccc(C(F)(F)F)cc1)c1ccccc1-n1cnnn1	0.986	11.2	2.7	-0.2	1.4	-1.3	0.888	-5.9	0.2
O=C(CN1CCN(c2nc(-c3ccc(F)cc3)cs2)CC1)Nc1ccc2c(c1)OCO2	0.929	-7.8	-5.3	-4.6	7.1	-1.7	1.08	-5.8	1.1
CCOc1ccc(N(C(=O)c2ccc3c(c2)OCO3)C2C=CS(=O)(=O)C2)cc1 (stereo not given)	0.923	9.5	-0.3	-0.3	7.7	2.3	0.905	-3.7	-1.0
O=C(Cc1ccccc1)Nc1nc(-c2ccc(F)c(F)c2)cs1	1.1	2.5	-9.8	-6.0	-10.3	-0.3	0.975	-8.5	0.5
NS(=O)(=O)c1cccc(NC(=O)c2cccnc2Oc2ccccc2)c1	1.06	-0.5	1.5	0.6	-6.4	3.2	1	0.1	1.8
CCCCCCC(O)(c1ccc(OC)cc1)C(CN1CCOCC1)c1ccccc1 (stereo not given)	1.01	9.0	1.2	-4.9	-0.9	-3.2	0.91	-6.9	-0.3
CCOc1ccccc1-c1cc(C(=O)Nc2ccc(C(=O)O)cc2)c2ccccc2n1	0.981	3.8	2.7	1.0	1.9	1.5	0.962	3.8	-2.2
COc1ccc(CN(C(=O)c2cnccn2)C(C(=O)NC(C)(C)C)c2cc(OC)c(OC)c(OC)c2)cc1 (stereo not given)	0.984	7.7	1.5	1.3	1.6	1.7	0.923	-6.5	-0.3
CN(CC(=O)Nc1ccccc1Cl)C(=O)C1CCN(C(=O)c2ccc(F)cc2)CC1	1.18	-3.4	3.0	1.2	-17.6	-3.4	1.03	-7.6	-0.6
COc1ccc(NC(=O)c2nc[nH]c2C(=O)N[C@@H](C)C(=O)OC(C)(C)C)cc1	0.847	-50.2	-5.2	-1.8	15.3	4.0	1.5	4.6	1.9
CN(C(=O)CSc1nnn(C)n1)c1ccccc1	0.9	14.6	4.3	0.9	10.0	3.9	0.854	-2.5	-1.2
O=C(CN1C(=O)NC2(CCCC2)C1=O)NCc1ccccc1	0.986	2.7	1.2	0.1	1.4	-2.6	0.973	-7.2	-2.7
Cn1c(N)c(C(=O)COC(=O)[C@H](Cc2ccccc2)N2C(=O)c3ccccc3C2=O)c(=O)n(C)c1=O	0.995	3.1	-7.0	2.3	0.5	2.2	0.969	-1.6	-0.8
COc1ccc2c(c1)CC/C(=C/c1ccccn1)C2=O	0.975	2.7	0.0	-4.2	2.5	1.6	0.973	2.5	-0.2
Cn1c(=O)oc2cc(S(=O)(=O)NCCC(=O)NCc3ccccc3Cl)ccc21	0.991	12.3	0.7	-4.5	0.9	-4.9	0.877	-7.4	-1.1
CCCC1=Nc2cc(C(=O)NCCN3CCOCC3)ccc2Sc2ccccc21	1.04	8.1	-1.6	-4.7	-3.7	1.1	0.919	-3.4	-1.0
c1ccc(Cc2noc(CN3CCCC(CN4CCOCC4)C3)n2)cc1 (stereo not given)	0.967	-20.7	-0.3	-2.8	3.3	3.1	1.21	-7.6	-0.7
O=S(=O)(Nc1ncccn1)c1ccc(Cl)cc1	0.985	3.3	2.0	-0.7	1.5	-3.2	0.967	-4.9	0.5
Cc1ccc(C)c(S(=O)(=O)NC(CCC(N)=O)C(=O)O)c1 (stereo not given)	0.893	19.7	1.5	-0.8	10.7	-0.4	0.803	-4.7	-4.4
COc1ccc(Cl)cc1C(=O)NNC(=O)c1cc2ccccc2o1	1.11	-47.8	1.2	1.4	-10.7	0.1	1.48	-5.1	-1.5
CC1CCCN(C(=O)CN(C)S(=O)(=O)c2cccc3nsnc23)C1 (stereo not given)	0.999	8.0	1.5	-2.7	0.1	-4.1	0.92	-4.8	-1.0

Record cards, as listed above. Order of screens: mIAP activ, hIAP block, NR3A LBD binder, beta cell repl, mIAP block, APOBEC3A inh, hIAP act, A3G deaminase, MPTP block
COc1ccc(Cl)cc1C(=O)NNC(=O)c1cc2ccccc2o1 across the screens: 1.11, -47.8, 1.2, 1.4, -10.7, 0.1, 1.48, -5.1, -1.5
O=C(/C=C/c1ccco1)N(Cc1ccccc1F)C1CCS(=O)(=O)C1 (stereo not given) across the screens: 0.882, -4.4, 1.5, 2.3, 11.8, -3.8, 1.04, -0.7, -0.7
Cc1ccc(C)c(S(=O)(=O)NC(CCC(N)=O)C(=O)O)c1 (stereo not given) across the screens: 0.893, 19.7, 1.5, -0.8, 10.7, -0.4, 0.803, -4.7, -4.4
